Lmaj promast = reduces viability of Leishmania major promastigotes | resazurin fluorescence viability | inhibition, % at 10 µM | actives 9% (n = 200,000) | AID 1063; in the data active = inhibition above about 50%;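 also: promastigotes grown with compound for 44 hours at 28 °C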
DTT redox prof = compounds producing H2O2 with reducing agent – biochemical, NIH compound library profiling, artefact control for MLSCN library redox annotation, primary screen; activation, % at 10 µM; DTT-dependent redox cycling H2O2, phenol red/HRP absorbance; 100% = 100 µM peroxide control, 0% = buffer; AID 878; actives 0.03% (n = 200,000);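 active = activation of at least 50% relative to the plate's high and low controls in the primary single-dose screen; inactive = activation below 50%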;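 also: compound incubated with DTT at 0.8 mM final as the reducing agent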
SRC2 TRFRET art = flags TR-FRET format artefacts in PPARgamma SRC-2 recruitment agonist screen | TR-FRET artefact counter-screen; hits give high values | TR-FRET ratio at 8 µM | actives 0.4% (n = 200,000); in the data active = TR-FRET ratio above about 2000; also: inactives centre near 1500; reference of the scale not given here
PPARg SRC3 recr = PPARgamma-driven SRC-3 recruitment agonism. AID 731. actives 0.26% (n = 200,000). activation, % at 8 µM. P37231. biochemical PPARgamma/SRC-3 coactivator recruitment assay; in the data active = activation above about 23%;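 also: 0% = DMSO and 100% = reference agonist; some compounds past the cut are filed as inactive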
Target sequence (P37231 whole entry, looked up): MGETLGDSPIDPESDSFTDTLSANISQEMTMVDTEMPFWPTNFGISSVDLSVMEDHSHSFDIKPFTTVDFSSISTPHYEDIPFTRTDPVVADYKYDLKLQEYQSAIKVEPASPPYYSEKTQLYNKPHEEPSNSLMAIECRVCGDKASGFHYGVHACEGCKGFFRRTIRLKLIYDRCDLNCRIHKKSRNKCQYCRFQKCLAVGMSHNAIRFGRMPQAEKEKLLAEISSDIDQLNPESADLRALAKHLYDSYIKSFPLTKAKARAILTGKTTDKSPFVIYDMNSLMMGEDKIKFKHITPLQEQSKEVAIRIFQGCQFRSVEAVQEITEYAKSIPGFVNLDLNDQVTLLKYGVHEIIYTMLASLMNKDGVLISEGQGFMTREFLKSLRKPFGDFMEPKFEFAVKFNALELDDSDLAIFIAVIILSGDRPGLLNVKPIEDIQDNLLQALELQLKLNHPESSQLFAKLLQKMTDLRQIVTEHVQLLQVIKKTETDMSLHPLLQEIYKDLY
PPARg SRC-2 ag = PPARgamma-driven SRC-2 recruitment agonism. P37231. PPARgamma LBD-SRC-2 recruitment, biochemical. activation, % at 8 µM. actives 0.34% (n = 200,000); in the data active = activation above about 22%;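 also: 0% = vehicle and 100% = reference agonist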
S1P3 antag = antagonists of human S1P3 receptor; CHO S1P3 NFAT-BLA reporter, FRET fluorescence, antagonist mode; inhibition, % at 4.98 µM; actives 0.27% (n = 170,000); AID 485;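 active = inhibition above the plate cutoff, the mean inhibition of test wells on that plate plus 3 SD, cut at about 28% in these data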;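 also: cells challenged with S1P at its EC80 of 0.8 µM; blue over green emission ratio from cleaved BLA substrate after 4 h stimulation; 0% = S1P-stimulated wells and 100% = unstimulated DMSO-only wells; some compounds past the cut are filed as inactive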
Efa HMGR inh = E. faecalis class II HMG-CoA reductase inhibition; purified E. faecalis HMGR, NADPH absorbance 340 nm kinetic; inhibition, % at 10 µM; actives 0.41% (n = 190,000); AID 1066;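 active = inhibition above a set limit, the median over all tested compounds plus 3 SD, cut at about 9.5% in these data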;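 also: enzyme runs in reverse so mevalonate oxidation gives rising NADPH absorbance; 0% = complete reaction with DMSO and 100% = background rate lacking mevalonate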
PPARg SRC-1 ag = PPARgamma-driven SRC-1 recruitment agonism. activation, % at 8 µM. P37231. PPARgamma-SRC-1 coactivator recruitment biochemical assay. actives 0.41% (n = 200,000). AID 631; in the data active = activation above about 19%;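 also: 0% = DMSO and 100% = reference agonist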
bIAP inhibitor = intestinal alkaline phosphatase (bovine) inhibition. 190,000 tested, under 10 active. purified bovine IAP, CDP-star luminescence, 30 min. inhibition, % at 20 µM;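 active = over 50% inhibition of intestinal alkaline phosphatase at 20 µM in the single-dose screen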
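Assay system – bovine IAP enzyme · Quantity – bovine IAP at 1/65,000,000 final dilution · Detection – CDP-star luminescence signal · Times – 30 min reaction at room temperature · Also added – CDP-star substrate at 30 µM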
RAM inhibit = inhibitors of the yeast RAM network; AID 868; S. cerevisiae dse1pr::URA3 reporter, 5-FOA growth OD615, 2 d; analog-sensitive cbk1-as2 kinase mutant strain; actives 1.8% (n = 190,000); inhibition, % at 50 µM;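 active = inhibition above a set limit, 3 SD over mean compound inhibition, cut at about 8.4% in these data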;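 also: 0% = DMSO-only wells with no growth and 100% = 10 µM 1-NA-PP1 full growth; inhibition rescues growth on 5-FOA so higher OD means more RAM inhibition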
ROMK mod = human ROMK K+ channel modulation, primary screen; AID 1918; P48048; Tet-inducible ROMK, thallium flux fluorescence; actives lie on both sides; B-score at 10 µM; actives 2% (n = 130,000);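 active = signal ratio slope over the read window, or its plate-corrected B-score, at least 3 SD from the plate mean, either direction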;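 also: B-score of the F/F0 ratio slope over 7 to 12 s after thallium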
Target sequence (P48048 whole entry, looked up): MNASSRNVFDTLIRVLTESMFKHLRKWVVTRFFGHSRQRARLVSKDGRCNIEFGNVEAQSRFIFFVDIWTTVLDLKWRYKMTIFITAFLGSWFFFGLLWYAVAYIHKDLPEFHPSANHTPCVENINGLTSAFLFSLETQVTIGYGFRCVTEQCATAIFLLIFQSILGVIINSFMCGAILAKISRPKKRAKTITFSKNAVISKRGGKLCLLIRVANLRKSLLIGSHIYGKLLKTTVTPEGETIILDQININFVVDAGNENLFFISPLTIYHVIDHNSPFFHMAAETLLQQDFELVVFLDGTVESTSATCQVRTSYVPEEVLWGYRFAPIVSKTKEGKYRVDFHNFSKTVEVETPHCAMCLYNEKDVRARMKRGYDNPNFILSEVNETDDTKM
* hit, by the source's call; / = not tested or not shown; & = joins results of further samples. Outcome played no part in choosing rows, and some 13% of all compounds hit somewhere here.

item	mol	Lmaj promast	DTT redox prof	SRC2 TRFRET art	PPARg SRC3 recr	PPARg SRC-2 ag	S1P3 antag	Efa HMGR inh	PPARg SRC-1 ag	bIAP inhibitor	RAM inhibit	ROMK mod
1	C=CCNC(=S)Nc1cccc2ccccc12	14	2.7	1489	9	-5	/	-3	4	9	-0.1	/
2	COC(=O)COc1ccc(NC(=O)Cn2nc(-c3ccccc3)c3ccccc3c2=O)cc1	-8	0.2	1372	4	-1	-26	-1	3	1	1.3	/
3	O=C(CN1CCN(CC(=O)Nc2ccccn2)CC1)Nc1ccccn1	0	1.2	1607	3	-5	-18	-1	-3	-7	0.0	/
4	CN(C)CCCn1c(=S)[nH]c2ccccc2c1=O	-1	-0.6	1533	5	-2	-4	1	3	4	-0.8	-0.0011
5	CCN(CC)S(=O)(=O)c1cccc(S(=O)(=O)N2CCCCC2)c1	2	0.1	1485	-13	1	/	-8	-3	19	0.5	-0.62
6	OCCN1C[C@H](O)[C@@H](O)[C@H](O)[C@H]1CO	/	/	1682	2	12	-11	/	-1	14	/	/
7	Cc1ccsc1C(C(=O)NC(C)(C)C)N(C(=O)c1csnn1)c1ccccc1 (centres undefined)	0	-1.0	1741	1	-2	-7	3	7	-14	10*	0.19
8	Nc1nc(-c2ccco2)c(-c2ccco2)s1	46	2.8	1505	13	9	-16	-3	5	22	1.8	/
9	O=C(CN(C(=O)Cn1nnc(-c2cccs2)n1)c1ccc2c(c1)OCCO2)NCC1CCCO1 (centres undefined)	-3	3.0	1525	-6	1	/	-7	-4	4	0.2	/
10	O=C(NCCc1ccc(F)cc1)c1cccs1	-6	0.0	1664	6	14	/	0	4	-6	1.6	1.2
11	CC(C)(C)c1ccc(S(=O)(=O)C(C)(C)C)cc1	45	-1.7	1335	1	5	-9	-5	15	4	1.6	/
12	O=c1[nH]n2c(=O)c3c([nH]c2c1N=Nc1ccccc1)CCC3	-10	-0.2	1678	2	-2	5	0	4	2	3.2	/
13	COc1ccc(NC(=O)CSc2nnc(-c3cccs3)n2C)cc1OC	-3	-0.4	1706	3	3	-20	-3	1	3	4.5	-0.043
14	Cc1cc(C)n2nc(SCCC(=O)NCCc3ccccc3)nc2n1	-2	0.2	1504	-7	10	/	-1	-1	2	1.9	1.3
15	Cc1cc(NC(=O)C2CCCCC2)nc2c1c(=O)oc1ccccc12	13	-4.1	1337	-1	-6	/	-6	-5	-2	2.8	0.18
16	Cc1ccccc1NC(=O)C1Cc2ccccc2CN1C(=O)OCc1ccccc1 (centres undefined)	92*	0.0	1445	3	-1	-6	6	3	30	1.7	-0.33
17	COc1cc(NC(=O)COC(=O)CNC(=O)c2cc(C)cc(C)c2)c(C)cc1[N+](=O)[O-]	-4	0.5	1476	2	-5	2	-6	3	-6	-0.9	-1.9
18	COC(=O)c1ccc2nc(C(F)(F)F)[nH]c2c1	4	-0.3	1410	-4	-5	-1	-5	-4	3	-0.7	/
19	COc1ccc(CC(=O)N2CCOCC2)cc1	-2	0.3	1174	1	4	/	-3	-2	4	3.9	0.34
20	CC1CC(C)(C)NC(=S)O1 (centres undefined)	-4	-0.1	1321	-3	0	3&-7	-5	5	-1	0.0	0.63&0.17
21	O=C(c1ccco1)c1cc2c(ccc3ccccc32)oc1=O	-5	2.2	1431	8	3	/	0	-3	4	1.7	/
22	Cc1ccc(-n2nnnc2-c2ccccc2)cc1	-4	-0.2	1797	2	11	-10	-1	9	1	1.6	0.34
23	O=C(COc1ccccc1C(=O)O)Nc1ccc(SC(F)F)cc1	-1	0.2	1533	1	5	-12	-4	1	4	0.6	0.44
24	COC(=O)c1ccc(CN2C(=O)C3CCCCC3C2=O)o1 (centres undefined)	-1	-0.2	1672	4	4	-24	-1	3	-25	-0.1	/
25	Cc1nnc2ccc(-c3cccc(NC(=O)c4ccc(Br)o4)c3)nn12	3	0.5	1460	-3	-7	2	0	-2	0	-1.0	-0.35
26	COc1ccc(C(=O)c2ccc(OC)c(OC)c2)cc1	-2	0.2	1277	-3	-1	/	2	-9	8	1.6	-0.62
27	Cc1cccn2c(=O)c3cc(C#N)c(=O)n(CCCN4CCOCC4)c3nc12	96*	2.0	1786	-6	8	-28	-1	-4	2	1.7	0.9
28	COc1cc(=O)n(C)c2ccccc12	5	1.2	1397	-5	3	/	-1	-1	7	0.0	-0.0076
29	CCN(CC)S(=O)(=O)c1ccc(NS(=O)(=O)c2cccc(C)c2)cc1	6	1.6	1528	0	-3	13	-1	-7	7	2.6	/
30	O=C(CN1CCN(C/C=C/c2ccccc2)CC1)Nc1ccc(F)cc1F	77*	-0.4	1456	3	-1	-1	6	5	-20	0.7	-0.29
31	CCCc1nc2ccccc2n2cc3c(=O)n(C)c(=O)n(C)c3c12	-3	0.3	1578	5	12	6	/	8	/	/	/
32	COc1ccc(/C=C(\C#N)C(=O)OCCNC(=O)c2ccncc2)cc1	-4	-2.1	1488	1	2	-13	2	-2	-14	1.9	-0.23
33	CC(C)(C)c1ccc(-c2nc(-c3ccncc3)no2)cc1	-9	-2.9	1624	0	3	18	-4	-1	0	-1.9	-0.32
34	CCN(CC)CCNC(=O)c1ccc(NC2=NC3CS(=O)(=O)CC3S2)cc1 (centres undefined)	-5	-1.3	1855	9	4	/	1	3	0	0.6	/
35	CCCCC(=O)Nc1ccc(C(=O)NNC(=O)c2cccs2)cc1	-8	0.7	1465	3	5	7	-1	6	3	1.1	/
36	COc1cccc2cc(S(=O)(=O)c3ccc(C)cc3)/c(=N/NS(=O)(=O)c3ccc(C)cc3)oc12	-1	-0.2	1466	-4	2	-13	0	5	-6	5.5	0.17
37	CN(C)c1nc(C(=O)NN)nc(N(C)C)n1	-4	-0.1	1551	-10	-1	/	-1	7	12	0.0	0.5
38	COC(=O)C1=C(C)OC(N)=C(C#N)C1c1cc(OC)c(OCC(N)=O)cc1Cl (centres undefined)	7	0.9	1642	-9	-2	2	-5	-2	-10	0.8	/
39	O=S(=O)(c1ccc(Cl)c(S(=O)(=O)N2CCCC2)c1)N1CCCC1	-6	-0.7	1597	2	-4	-7	-4	-3	-10	0.7	0.086
40	COc1ccc(-c2nn(-c3ccccc3)cc2C(=O)OCC(=O)c2ccc(C)c([N+](=O)[O-])c2)cc1	46	0.4	1810	1	9	1	-3	9	-3	4.2	/
41	CCN(CC)Cc1c(-c2ccccc2)[nH]c2ccc(C)cc2c1=O	-1	1.2	1519	1	5	/	-2	4	2	2.0	0.19
42	Cc1ccc(C(C)NC(=O)Cn2nc(C)c([N+](=O)[O-])c2C)cc1 (centres undefined)	-7	0.1	1705	6	6	-15	-1	2	-6	0.1	/
43	COc1ccc(Cl)cc1NC(=O)COC(=O)/C=C/c1c(C)nn(C2CCS(=O)(=O)C2)c1Cl (centres undefined)	-2	1.9	1452	8	1	/	-3	0	12	3.3	/
44	Cc1ccc(N2CC(C(=O)N/N=C/c3cccc([N+](=O)[O-])c3)CC2=O)cc1 (centres undefined)	0	1.2	1536	-5	-2	/	2	-5	20	3.8	/
45	C/C(=N/NC(=O)CNC(=O)c1ccccc1F)c1ccc2c(c1)CCCC2	-4	-0.8	1520	0	0	-15	-8	4	-1	1.1	-0.094
46	Cc1ccc(C(=O)NNC(=O)Cc2cccs2)cc1	-3	0.1	1626	3	11	-7	-8	6	15	1.5	/
47	CCOC(=O)N1CCc2[nH]c3ccc(C)cc3c2C1	25	-0.2	1910	8	7	-5	-3	-2	-9	0.6	1.3
48	O=C(Nc1nc2ccccc2[nH]1)C12CC3CC(CC(C3)C1)C2	90*	0.2	1691	-2	5	/	-5	-2	-1	0.1	-0.37
49	Cc1cccc(OCC(=O)NNC(=O)c2ccc([N+](=O)[O-])cc2)c1	-13	-0.3	1494	3	4	-13	0	8	-8	3.5	1.3
50	O=C(CN(CCc1ccccc1)C(=O)CNS(=O)(=O)c1ccccc1)NCC1CCCO1 (centres undefined)	-7	-4.0	1725	7	4	5	-1	-3	-14	0.1	0.13
51	Cc1cc(NC(=O)CSc2nc3ccccc3n2CCC#N)no1	-1	0.4	1388	3	-3	-22	-8	6	7	3.0	0.36
52	Cc1ccc(S(=O)(=O)N2CCN(CC(=O)N/N=C/c3ccc(C)o3)CC2)cc1	-4	0.3	1595	2	1	-8	-8	-2	5	0.2	-0.17
53	CCN1CCN(c2cc(C)c3cc(NC(=S)N4CCOCC4)ccc3n2)CC1	22	-2.8	1488	5	4	-17	-1	3	-7	1.5	0.066
54	CC1CN(C2CCCCC2)c2nc3c(c(=O)n(C)c(=O)n3C)n2C1 (centres undefined)	0	-0.7	1926	5	1	2	-2	5	0	0.0	-0.27
55	COCCNc1nc2nonc2nc1N1CCCC1c1nccs1 (centres undefined)	-4	-0.4	1477	2	0	0	-1	0	9	0.1	0.2
56	NS(=O)(=O)c1ccc(NCc2c(F)cccc2Cl)cc1	8	0.2	1405	-6	2	11	0	-4	15	-0.7	/
57	Cc1cc(N2C(=O)C3C4C=CC(C4)C3C2=O)ccc1Br (centres undefined)	2	2.2	1326	5	-4	-26	-3	-10	11	0.7	/
58	CCOC(=O)N1CCN(Cc2nc3c(c(=O)n(C)c(=O)n3C)n2Cc2ccccc2C)CC1	4	-0.8	1554	-4	2	-12	-2	0	-19	1.3	/
59	CN1C(=O)CC(N2CCN(C(c3ccccc3)c3ccccc3)CC2)C1=O (centres undefined)	0	2.8	1456	-3	-1	-23	3	-6	-5	2.1	/
60	O=C(CNC(=O)c1cccs1)NC1=NCCS1	-5	-0.3	1564	-1	8	16	-3	6	13	0.1	/

Later entries
item	mol	Lmaj promast	DTT redox prof	SRC2 TRFRET art	PPARg SRC3 recr	PPARg SRC-2 ag	S1P3 antag	Efa HMGR inh	PPARg SRC-1 ag	bIAP inhibitor	RAM inhibit	ROMK mod
61	Nc1cc(=O)[nH]c(=O)n1Cc1ccco1	-4	1.0	1430	-9	-2	-22	0	0	15	0.1	0.28
62	Cc1cc(C)nc(NC(=NCCc2c[nH]c3ccccc23)NC(=O)Nc2ccc(Cl)c(Cl)c2)n1	98*	0.9	1725	2	5	-10	1	-3	17	4.4	1.2
63	N#Cc1c(C(F)(F)F)cc(-c2ccccc2)nc1SCC(=O)Nc1sc2c(c1C#N)CCC2	-7	2.3	1658	0	3	/	2	-3	8	2.7	/
64	CCS(=O)(=O)Nc1ccc(C2=NN(S(C)(=O)=O)C(c3cccs3)C2)cc1 (centres undefined)	-6	-0.4	1528	-4	1	-8	-2	2	5	0.2	-0.75
65	O=C(CSc1nc2ccccc2o1)Nc1ccc(N2CCOCC2)c(Cl)c1	-6	1.3	1468	0	-4	43	-3	7	15	1.6	-2
66	COC(=O)CC1(c2cccc3ccccc23)C(=O)c2ccccc2C1=O	3	0.0	1634	6	11	/	2	4	16	0.7	-2.2
